Growth percent in the NCI-60 one-dose screen (48 h, 10 µM unless noted): 100 = growth as untreated, 0 = no growth, -100 = all killed.
A549/ATCC – A549/ATCC NSCLC; 81,000 compounds, 3.7% hits; AID 1794740
EKVX – EKVX NSCLC; AID 1794765; 71,000 compounds, 3% hits
M14 – M14 melanoma; 80,000 compounds, 6.2% hits; AID 1794745
RPMI-8226 – RPMI-8226 leukemia cells. 77,000 compounds, 7.5% hits
HOP-62 – HOP-62 NSCLC; 80,000 compounds, 3.9% hits; AID 1794735
CCRF-CEM – CCRF-CEM leukemia | 77,000 compounds, 7% hits
MOLT-4 – MOLT-4 leukemia cells; 80,000 compounds, 6.9% hits
HOP-92 – HOP-92 NSCLC cells. AID 1794738. 71,000 compounds, 6.3% hits
* hit, by the source's call. How the source made its calls: active means growth percent below 10; inactive means the rest. Not a hit list. About 13% of those tested had a hit in this group.

CCCCC[C@H](O)c1ccccc1[C@@H]1O[C@@H](CCC(=O)OC)[C@H](O)[C@H]1I was read as A549/ATCC 99, EKVX 93, M14 111, RPMI-8226 94, HOP-62 104, CCRF-CEM 102, MOLT-4 110 and HOP-92 59.
CC1CCN(C(=O)CCCl)c2ccccc21 (centres undefined) was read as A549/ATCC 97, EKVX 144, M14 95, RPMI-8226 114, HOP-62 112, CCRF-CEM 104, MOLT-4 118 and HOP-92 115.
Screening Nc1c(-c2ccc(-c3ccccc3)cc2)nc2cnccn12 returned A549/ATCC 90, EKVX 92, M14 105, RPMI-8226 87, HOP-62 95, CCRF-CEM 65, MOLT-4 84 and HOP-92 112.
For COc1ccc(/C=C(\c2cc(OC)c(OC)c(OC)c2)c2nnc(-c3cc4ccccc4o3)o2)cc1 the results were A549/ATCC 90, EKVX 72, M14 104, RPMI-8226 90, HOP-62 106, MOLT-4 85 and HOP-92 90.
Screening COc1ccc(C2CC(c3ccc(OC)cc3OC)=NN2C(=O)c2ccc(S(C)(=O)=O)cc2)cc1 (centres undefined) returned A549/ATCC 69, EKVX 92, M14 118, RPMI-8226 98, HOP-62 82, CCRF-CEM 110 and MOLT-4 60.
For Oc1ccc(Sc2ccc(O)cc2O)c(O)c1 the results were A549/ATCC 86, EKVX 101, M14 109, RPMI-8226 95, HOP-62 114, CCRF-CEM 78, MOLT-4 81 and HOP-92 82.
For O=C(Cn1ccc(=O)[nH]c1=O)Nc1ccc(O)c([N+](=O)[O-])c1 the results were A549/ATCC 95, EKVX 111, M14 99, RPMI-8226 102, HOP-62 104, CCRF-CEM 88, MOLT-4 91 and HOP-92 95.
`CCN(CC)CCSc1ncnc2c1cnn2-c1ccc(S(N)(=O)=O)cc1` gave A549/ATCC 85, EKVX 87, M14 99, RPMI-8226 98, HOP-62 98, CCRF-CEM 88, MOLT-4 86 and HOP-92 51.
Nc1cc(Cl)cc2cccnc12 was read as A549/ATCC 111, EKVX 102, M14 115, RPMI-8226 93, HOP-62 96, CCRF-CEM 56, MOLT-4 78 and HOP-92 102.
`NCCCCN(C[C@H]1Cc2ccccc2CN1)[C@H]1CCCc2cccnc21` gave A549/ATCC 74, EKVX 101, M14 89, RPMI-8226 70, HOP-62 73, CCRF-CEM 79, MOLT-4 70 and HOP-92 60.
`C#CCOc1cccc(Nc2ncnc3c(NC(=O)C=C)cccc23)c1` gave A549/ATCC 28, EKVX 56, M14 20, RPMI-8226 -10*, HOP-62 39, CCRF-CEM 2.7*, MOLT-4 4.1* and HOP-92 9.3*.
Screening O=[N+]([O-])c1c(N2CCN(CCO)CC2)nc2ccccn12 returned A549/ATCC 98, EKVX 110, M14 103, RPMI-8226 100, HOP-62 102, CCRF-CEM 116 and HOP-92 102.
For CCOC(=O)C1CSCC1C(=O)OCC (centres undefined) the results were A549/ATCC 91, EKVX 113, M14 107, RPMI-8226 98, HOP-62 91, CCRF-CEM 98, MOLT-4 105 and HOP-92 102.
`Cn1ncc2c(NCCc3ccccc3)ncnc21` gave A549/ATCC 88, EKVX 89, M14 105, RPMI-8226 80, HOP-62 98, CCRF-CEM 86 and MOLT-4 92.
`COc1ccc(C(C)=C(c2ccc(OCCN(C)C)cc2)c2ccc(OCCN(C)C)cc2)cc1` gave A549/ATCC -3.1*, EKVX 13, M14 -86*, RPMI-8226 -48*, HOP-62 -16*, CCRF-CEM -24*, MOLT-4 -38* and HOP-92 -44*.
Screening C=C(C)[C@@H]1CC[C@]2(C=NCCC(=O)O)CC[C@]3(C)[C@H](CC[C@@H]4[C@@]5(C)CCC(=NCCC(=O)O)C(C)(C)[C@@H]5CC[C@]43C)[C@@H]12 returned A549/ATCC 103, EKVX 97, M14 98, RPMI-8226 102, HOP-62 89, CCRF-CEM 101, MOLT-4 101 and HOP-92 100.
For CCOC(=O)c1oc2cc(O)cc(C)c2c1C the results were A549/ATCC 103, EKVX 109, M14 118, RPMI-8226 79, HOP-62 94, CCRF-CEM 61, MOLT-4 80 and HOP-92 98.
`O=C(C(O)C(O)C(O)C(O)CO)N(C1CCCCC1)C1CCCCC1` (centres undefined) gave A549/ATCC 78, EKVX 93, M14 96, RPMI-8226 101, HOP-62 75, CCRF-CEM 101, MOLT-4 91 and HOP-92 105.
For Cc1nnc2c3ccccc3c(N[C@@H](C)[C@H](c3ccccc3)N(C)C)nn12 the results were A549/ATCC 95, EKVX 99, M14 109, RPMI-8226 94, HOP-62 101, CCRF-CEM 90, MOLT-4 116 and HOP-92 106.
`Cn1ncc2c(Nc3ccc([N+](=O)[O-])cc3)nc(Cl)nc21` gave A549/ATCC 101, EKVX 57, RPMI-8226 69, HOP-62 93, CCRF-CEM 99, MOLT-4 89 and HOP-92 59.

Some of these compounds in order of heavy-atom count, highest first.
Screening C=C(C)[C@@H]1CC[C@]2(C=NCCC(=O)O)CC[C@]3(C)[C@H](CC[C@@H]4[C@@]5(C)CCC(=NCCC(=O)O)C(C)(C)[C@@H]5CC[C@]43C)[C@@H]12 returned A549/ATCC 103, EKVX 97, M14 98, RPMI-8226 102, HOP-62 89, CCRF-CEM 101, MOLT-4 101 and HOP-92 100.
For COc1ccc(/C=C(\c2cc(OC)c(OC)c(OC)c2)c2nnc(-c3cc4ccccc4o3)o2)cc1 the results were A549/ATCC 90, EKVX 72, M14 104, RPMI-8226 90, HOP-62 106, MOLT-4 85 and HOP-92 90.
`COc1ccc(C(C)=C(c2ccc(OCCN(C)C)cc2)c2ccc(OCCN(C)C)cc2)cc1` gave A549/ATCC -3.1*, EKVX 13, M14 -86*, RPMI-8226 -48*, HOP-62 -16*, CCRF-CEM -24*, MOLT-4 -38* and HOP-92 -44*.
`C#CCOc1cccc(Nc2ncnc3c(NC(=O)C=C)cccc23)c1` gave A549/ATCC 28, EKVX 56, M14 20, RPMI-8226 -10*, HOP-62 39, CCRF-CEM 2.7*, MOLT-4 4.1* and HOP-92 9.3*.
`O=C(C(O)C(O)C(O)C(O)CO)N(C1CCCCC1)C1CCCCC1` (centres undefined) gave A549/ATCC 78, EKVX 93, M14 96, RPMI-8226 101, HOP-62 75, CCRF-CEM 101, MOLT-4 91 and HOP-92 105.
For O=C(Cn1ccc(=O)[nH]c1=O)Nc1ccc(O)c([N+](=O)[O-])c1 the results were A549/ATCC 95, EKVX 111, M14 99, RPMI-8226 102, HOP-62 104, CCRF-CEM 88, MOLT-4 91 and HOP-92 95.
Screening O=[N+]([O-])c1c(N2CCN(CCO)CC2)nc2ccccn12 returned A549/ATCC 98, EKVX 110, M14 103, RPMI-8226 100, HOP-62 102, CCRF-CEM 116 and HOP-92 102.
`Cn1ncc2c(NCCc3ccccc3)ncnc21` gave A549/ATCC 88, EKVX 89, M14 105, RPMI-8226 80, HOP-62 98, CCRF-CEM 86 and MOLT-4 92.

(further entries)
Screening O=C1CC(c2ccccc2)Cc2nc3ccc(Cl)cc3cc21 (centres undefined) returned A549/ATCC 23, EKVX 30, M14 9.0*, RPMI-8226 30, HOP-62 36, CCRF-CEM 10, MOLT-4 12 and HOP-92 39.
For Cc1c(Cc2ccccc2)c(=O)oc2c(C)c(OCC(=O)NN3C(=O)c4ccccc4C3=O)ccc12 the results were A549/ATCC 89, EKVX 95, M14 101, RPMI-8226 95, CCRF-CEM 94, MOLT-4 99 and HOP-92 93.
CNC(=O)[C@H](O)[C@H](Cc1ccccc1)N(Cc1ccccc1)Cc1ccccc1 was read as A549/ATCC 105, EKVX 98, RPMI-8226 109, HOP-62 99, CCRF-CEM 103, MOLT-4 100 and HOP-92 100.
Screening COc1ccc(C2=NN(c3nc(-c4ccc(F)cc4)c(C#N)c(=O)n3C)C(=O)CC2)cc1 returned A549/ATCC 99, EKVX 122, M14 101, RPMI-8226 94, HOP-62 98, CCRF-CEM 93, MOLT-4 98 and HOP-92 90.
N#Cc1ncc(-c2ccc(F)cc2F)c(NC2CCCCCC2)n1 was read as A549/ATCC 92, M14 120, RPMI-8226 65, HOP-62 92, CCRF-CEM 78, MOLT-4 88 and HOP-92 55.
`CN(C)CCNc1nc2c3cc(Cl)ccc3nn2c2ccccc12` gave A549/ATCC 32, EKVX 50, M14 62, RPMI-8226 51, HOP-62 44, CCRF-CEM 47, MOLT-4 16 and HOP-92 37.
COc1ccc(CCn2cncc2-c2c[nH]c3ccc(Br)cc23)cc1 was read as A549/ATCC 59, EKVX 30, M14 59, RPMI-8226 29, HOP-62 50, CCRF-CEM 61, MOLT-4 56 and HOP-92 19.
`O=C(Cn1cc(CSc2nnc3oc4ccccc4n23)nn1)Nc1ccc([N+](=O)[O-])cc1` gave A549/ATCC 61, EKVX 58, M14 79, RPMI-8226 49, HOP-62 61, CCRF-CEM 61 and HOP-92 45.
For CCn1c2c(=O)c(=Nc3ccc(OC)cc3)sc=2sc2ssc(=O)c21 the results were A549/ATCC 104, EKVX 113, M14 100, RPMI-8226 82, HOP-62 106, CCRF-CEM 92 and MOLT-4 96.
`CC(=O)Oc1ccc(C2OC(c3ccc4ccccc4c3OC(C)=O)=NN2C(C)=O)cc1` (centres undefined) gave A549/ATCC 90, M14 88, RPMI-8226 65, HOP-62 81, CCRF-CEM 70, MOLT-4 72 and HOP-92 101.
`COc1cccc2cc(C(C)C(=O)OCc3cn(-c4c5ccccc5nc5ccccc45)nn3)ccc12` (centres undefined) gave A549/ATCC 95, EKVX 103, M14 107, RPMI-8226 96, HOP-62 94, CCRF-CEM 100, MOLT-4 86 and HOP-92 90.
COc1cc2c(c(OC)c1OC)-c1ccc(N=NC(N)=S)c(=O)cc1[C@@H](NC(C)=O)CC2 was read as A549/ATCC 15, EKVX 52, M14 -39*, RPMI-8226 31, HOP-62 8.0*, CCRF-CEM 15, MOLT-4 20 and HOP-92 70.
`CC(=O)Nc1cccc(Oc2nc(NS(=O)(=O)c3ccccc3)nc(-c3ccc(C)cc3)c2C#N)c1` gave A549/ATCC 116, EKVX 102, M14 116, RPMI-8226 103, HOP-62 108, CCRF-CEM 94, MOLT-4 104 and HOP-92 85.
`CC(C)Cc1ccc(C(C)c2nn3cc(-c4ccccc4)nc3s2)cc1` (centres undefined) gave A549/ATCC 101, EKVX 91, M14 107, RPMI-8226 99, HOP-62 102, CCRF-CEM 95, MOLT-4 97 and HOP-92 93.
Cc1cc(C)c(C(=O)C[n+]2ccc3ccccc3c2)c(C)c1 was read as A549/ATCC 97, EKVX 92, M14 89, RPMI-8226 97, HOP-62 84, CCRF-CEM 104 and HOP-92 86.
`O=C(/C=C/c1cn(-c2ccccc2)nc1-c1ccccc1)OCc1cn(-c2ccc(F)cc2)nn1` gave A549/ATCC 67, EKVX 87, M14 100, RPMI-8226 73, HOP-62 83, CCRF-CEM 83 and MOLT-4 62.
For COc1ccc(C2C(C#N)=C(N)Oc3c2sc2c(Br)cccc32)cc1 (centres undefined) the results were A549/ATCC 35, EKVX 46, M14 6.9*, RPMI-8226 12, HOP-62 24, CCRF-CEM 12, MOLT-4 12 and HOP-92 47.
`CN1CCN(c2ncnc3sc4c(c23)CCN(Cc2ccccc2)C4)CC1` gave A549/ATCC 103, EKVX 101, M14 109, RPMI-8226 96, HOP-62 108, CCRF-CEM 104 and MOLT-4 106.
For COc1cc2c(c(OC)c1OC)C(=O)CC(c1cccc(C(=O)Nc3ccccc3)c1)O2 (centres undefined) the results were A549/ATCC 89, EKVX 91, M14 87, RPMI-8226 70, HOP-62 101, CCRF-CEM 79, MOLT-4 71 and HOP-92 69.
CCN(CC)C(C)CN1c2ccccc2Sc2ccccc21 (centres undefined) was read as EKVX 78, M14 85, RPMI-8226 75, HOP-62 82, CCRF-CEM 84, MOLT-4 75 and HOP-92 44.
For COc1ccc(/C=C2\N=C3SCN(c4ccc(C#N)cc4)CN3C2=O)cc1 the results were A549/ATCC 109, M14 96, RPMI-8226 82, HOP-62 96, CCRF-CEM 109, MOLT-4 88 and HOP-92 96.
COc1ccc(-c2cc(-c3cccnc3)nc(OCc3nnc(-c4ccc(Cl)cc4)o3)c2C#N)cc1OC was read as A549/ATCC 105, M14 107, RPMI-8226 104, HOP-62 101, CCRF-CEM 87, MOLT-4 102 and HOP-92 102.
Screening CC1(C)C(C#N)C(=O)N=C(N)C1C(N)=O (centres undefined) returned A549/ATCC 101, EKVX 100, M14 107, HOP-62 102, CCRF-CEM 107, MOLT-4 87 and HOP-92 105.

Screening data: PubChem BioAssay, NCI
